# PLK1 PBD block – PLK1 (human) polo-box domain binding inhibition; Plk1 PBD binding of FITC phosphopeptide, fluorescence polarization; Potency, µM, inactives show max response, negative = inhibition, usual class: inhibitors; actives 2.8% (n = 360,000); AID 720504; also: potency is read from the fitted curve at half-maximal effect; series mostly up to about 57 µM; % is scaled to controls: 0 for no effect and ±100 for the full control effect; nearly all actives have a fitted effect of over 65% in size
# PI5P4Ka inh – PI5P4K alpha (human) kinase inhibition; PI5P4Kalpha enzyme, ADP-Glo luminescence, 60 min; hits give low values; max response, %; actives 1.2% (n = 330,000); active = max response of -50% or lower; inconclusive = between -30% and -50%; inactive = -30% or higher; also: value at the top dose of about 77 µM; % is scaled to controls: 0 for no effect and ±100 for the full control effect
# Target sequence (P48426 whole entry, looked up): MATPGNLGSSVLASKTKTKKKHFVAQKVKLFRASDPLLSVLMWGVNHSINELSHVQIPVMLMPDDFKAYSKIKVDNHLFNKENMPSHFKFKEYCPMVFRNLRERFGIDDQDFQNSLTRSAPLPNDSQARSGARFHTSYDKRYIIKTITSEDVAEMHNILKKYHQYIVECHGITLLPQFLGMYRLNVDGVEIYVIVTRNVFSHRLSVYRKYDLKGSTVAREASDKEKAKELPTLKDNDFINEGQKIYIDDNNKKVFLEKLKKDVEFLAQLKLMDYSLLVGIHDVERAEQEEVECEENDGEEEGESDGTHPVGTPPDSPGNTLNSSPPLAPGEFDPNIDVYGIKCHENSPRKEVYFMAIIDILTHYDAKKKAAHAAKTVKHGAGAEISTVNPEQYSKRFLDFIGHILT
#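 ADP-Glo luminescence end-point read after a 60 min room-temperature kinase reaction of PI5P4Kalpha plus substrate, initiated with ATP at 5 microM final. Buffer: 0.038 M HEPES pH 7.4, EGTA, 0.1% CHAPS, 5% DMSO.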
# DRD3 antagonist – antagonists of human D3 dopamine receptor. P35462. D3R cells, DiscoveRx beta-arrestin luminescence, antagonist mode; hits give low values. max response, negative = inhibition, %. actives 2.5% (n = 360,000); in the data active = max response below about -50%; inconclusive = no clear call, values can overlap the other calls; also: % is scaled to controls: 0 for no effect and ±100 for the full control effect; mostly tested at two doses, the higher about 12 µM
# Target sequence (P35462 whole entry, looked up): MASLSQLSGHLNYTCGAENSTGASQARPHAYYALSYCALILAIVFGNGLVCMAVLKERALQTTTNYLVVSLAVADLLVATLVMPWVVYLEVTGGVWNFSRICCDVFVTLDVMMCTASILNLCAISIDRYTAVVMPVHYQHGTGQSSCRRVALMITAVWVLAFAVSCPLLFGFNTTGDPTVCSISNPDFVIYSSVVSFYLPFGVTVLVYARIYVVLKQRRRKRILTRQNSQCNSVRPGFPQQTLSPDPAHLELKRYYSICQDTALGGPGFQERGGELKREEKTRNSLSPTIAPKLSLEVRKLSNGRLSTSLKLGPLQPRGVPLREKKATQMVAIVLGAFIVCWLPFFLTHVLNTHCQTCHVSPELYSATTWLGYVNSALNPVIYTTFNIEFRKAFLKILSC
#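 Cells expressing the human receptor were seeded at 1500 cells/well, incubated overnight at 37 degrees C in 5% CO2, then exposed to library compounds with dopamine controls for 90 minutes at 37 degrees C before luminescent detection.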
# GLP-1R inv ag – acts as inverse agonist at human GLP-1 receptor; P43220; HEK293 GLP-1R CRE-luciferase, luminescence, 24 h; GLP-1R form is constitutively active; Potency, µM (doses to about 38.3 µM), for the others: top-dose activity change, negative = inhibition, most hits filed as inhibitors; actives 1.6% (n = 410,000); also: potency is read from the fitted curve at half-maximal effect; % is scaled to controls: 0 for no effect and ±100 for the full control effect; nearly all actives have a fitted effect of over 55% in size
#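 Stable HEK293 clone (constitutively active GLP-1R + cAMP-response luciferase); 200 cells/uL plated, 12 h pre-culture, compound 24 hr, 37 deg C/5% CO2; detection reagent 12 min RT; luminescence.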
# GLP1R ag – GLP-1 receptor (human) agonism. HEK293 GLP-1R CRE-luciferase, luminescence, 4-6 h; cells express a hypersensitive GLP-1R form. Potency, µM (doses to about 45.6 µM), inactives show top-dose activation, usual class: activators. actives 0.007% (n = 380,000). P43220; also: potency is read from the fitted curve at half-maximal effect; % of control where 0% means no effect
# D3 ag – activates the human D3 dopamine receptor; P35462; max activation, %; actives 0.58% (n = 410,000); AID 652048; D3R DiscoveRx beta-arrestin cells, luminescence, 90 min; in the data active = max activation above about 30%; also: 0% is about no effect; mostly tested at two doses, the higher about 12 µM
#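 Agonist mode: compounds and dopamine controls were applied to plated cells for 90 min at 37 degrees C after an overnight attachment at 1500 cells/well. Luminescent read-out followed 30 - 60 minutes at room temperature with DiscoveRx detection reagent.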
# WRN inhibitor – inhibitors of human WRN helicase | Q14191 | Potency, µM (doses to about 114 µM), for the others: at the top dose activity change, negative = inhibition, most hits filed as inhibitors | AID 651768 | actives 0.46% (n = 360,000) | WRN helicase unwinding, fluorescent forked duplex, kinetic; also: potency is read from the fitted curve at half-maximal effect; % is scaled to controls: 0 for no effect and ±100 for the full control effect; nearly all actives have a fitted effect of over 55% in size
#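 Screening of the MLSMR collection measured strand separation of a quenched forked DNA duplex (100 nM) by 20 nM WRN with 2 mM ATP, all final. Compounds were preincubated with enzyme 15 min at room temperature.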
# GLP1R cytotox – cytotoxicity in counter-screen for GLP-1R inverse agonists; HEK293 cAMP-luciferase reporter cells, luminescence, 24 h; Potency, µM (titrated, usually from 38.3 µM), inactives show at the highest dose activity change, negative = inhibition, actives largely listed as inhibitors; actives 0.13% (n = 410,000);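 also: loss of luciferase light is scored as toxicity; potency is read from the fitted curve at half-maximal effect; % is scaled to controls: 0 for no effect and ±100 for the full control effect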
#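 1536-well qHTS counterscreen of the MLSMR; 200 cells/uL, 12 h pre-incubation, 23 nL cpd, 24 h at 37 deg C 5% CO2, luciferase detection reagent, 12 min RT, luminescence. Inhibition = undesired.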
# IL-2 act – IL-2 activation. IL-2 activation reporter assay, cell-based qHTS; stimulated with anti-CD3/CD4/CD28 beads; in transgenic mouse T cells. activation, % (series mostly up to about 46 µM). actives 0.065% (n = 360,000). AID 652025; in the data active = activation above about 50%; inconclusive = mostly about 30% to 49%; also: 0% is about no effect
#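 Readout: EGFP and DsRed signals by fluorescent plate cytometry. Unstimulated transgenic mouse T cells received compound 60 min before antibody-bead stimulation, then incubated 18 h at 37 degrees C.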
# Active calls of the source: *; u = inconclusive; x = no result given; [ ] = another dose, or the depositor's remark. Unless noted, calls follow the shape of the dose curve; as a rule, active = well fitted curve in the direction sought with a large enough effect; inconclusive = small, poorly fitted or top-dose-only effect, or another doubt; inactive = no such curve, though single readings can be large; an effect the other way counts as inactive or inconclusive.
SMILES,PLK1 PBD block,PI5P4Ka inh,DRD3 antagonist,GLP-1R inv ag,GLP1R ag,D3 ag,WRN inhibitor,GLP1R cytotox,IL-2 act
Cc1nc(CSc2ccc(Cl)cc2)cs1,-10%,-4,0,-1%,10%,1,1%,-4%,-4.2
O=C1/C(=C\c2cccnc2)Sc2ccccc21,24µM*,-17,24,9%,6%,5,-25%,-4%,-5.0
CCSc1nnc2nc3[nH]c4c(C)cccc4c3nn12,-8%,-5,-17,26%,12%,2,-9%,-17%,0.7
CCS(=O)(=O)c1ccccc1C(=O)NC1CCCc2ccccc21 (stereo not drawn),-14%,-4,-19,-19%,6%,1,12%,-5%,0.1
Cc1ccc(C(C(=O)NC2CCCC2)N(C(=O)Cc2cccs2)c2cccc(C)c2C)o1 (stereo not drawn),-8%,x,-9,-1%,2%,-7,-15%[57.1 µM],-22%,-2.0
Nc1sc2c(c1C(=O)NCCc1ccccc1)CCC2,u,u,-7,3%[0.307 µM],6%,1,-7%,7%[0.307 µM],0.5
O=C(COC(=O)CCc1c[nH]c(=O)[nH]1)Nc1cccc(Cl)c1,-27%,x,-3,5%,-1%,-1,1%,3%,-3.8
O=c1c2c(nc3cc(-c4cccc(F)c4)[nH]n13)CCC2,24µM*,-5,1,-11%,7%,10,-14%,2%,1.6
O=[N+]([O-])c1ccc(CSc2ccc(S(=O)(=O)N3CCCC3)cn2)cc1,-27%,-19,2,u,9%,-15,2%,3%,-0.7
C/C(CC(=O)Nc1ccccn1)=N\NC(=O)Cc1cccc2ccccc12,-5%,x,-8,0%,-7%,-4,7%[11.6 µM],2%,0.4
C[N+](C)(C)CCCN(Cc1ccc2c(c1)OCO2)C(=O)NC1CCCCC1,-9%,-9,37,18%,1%,6,-3%,3%,0.4
CCOc1ccc(S(=O)(=O)N2CCCCC2)cc1NC(=O)C1CSC2(C)CCC(=O)N12 (stereo not drawn),1%,3,2,16%,12%,1,4%,-2%,-1.8
CCCc1nnc(NC(=O)c2ccc(S(=O)(=O)N(C)c3ccccc3OC)cc2)s1,-8%,9,-4,-2%,-2%,1,0%,31%[activator],-0.4
COc1cccc(C2=NOC(C(=O)NCc3ccccn3)C2)c1 (stereo not drawn),0%,x,9,-18%,31%,10,-6%,2%,-1.9
CCOc1ccc(N(CC(=O)NC2CCCC2)S(=O)(=O)c2ccccc2)cc1,-2%,1,-6,-35%,9%,-9,0%[57.1 µM],-5%,0.4
CCOC(=O)[C@]12CCC=C1N(CCC1=CCCCC1)C(=O)[C@H](CC(=O)N1CCN(C(=O)C3CC3)CC1)C2,-8%,-1,u,19%,0%,1,-6%,-2%,0.1
COc1cccc(-n2c(SCC(=O)N3CCOCC3)nc3c([nH]c4ccccc43)c2=O)c1,0%,x,11,-9%,-1%,6,-14%,6%,0.3
CC(C)c1ccc(/C=C2\SC(=O)N(CC(=O)NC3C=CS(=O)(=O)C3)C2=O)cc1 (stereo not drawn),-10%,2,7,u,9%,5,-14%,-28%,0.7
CCc1oc2c(C)c(O)ccc2c(=O)c1-c1ccc2ccccc2n1,-4%,x,-14,0%,0%,13,3%,1%,-1.1
COc1cccc(CNC(=O)CCC2CCCN(C(=O)c3ccc(OC)c(F)c3)C2)c1 (stereo not drawn),-14%,3,19,8%,-1%,2,-6%,0%,0.4
Cc1cccc(C(=O)Nc2ccccc2SCC(=O)Nc2ccc(C)c(Cl)c2)c1,-9%,13,0,15%,-7%,-3,-26%,-3%,0.9
C[C@H](CO)N1C[C@H](C)[C@@H](CN(C)Cc2ccccc2)Oc2c(NC(=O)Cc3ccccc3)cccc2C1=O,-2%,-3,55,u,16%,-3,-12%,u,-0.4
Cc1cc(=O)oc2c3c(cc(OCC(=O)N4CCC(C(=O)O)CC4)c12)OC(C)(C)CC3,-6%,0,-7,-1%,-1%,-19,-7%,2%,0.5
CN(Cc1ccccc1F)C(=O)C(Cc1ccccc1)NC(=O)c1ccccc1 (stereo not drawn),-7%,-1,42,11µM*,-2%,4,-5%,u,-0.8
CCOc1ccc(N(CC(=O)N2CCN(Cc3ccccc3)CC2)S(C)(=O)=O)cc1,0%,2,12,17%,8%,0,1%,-13%,1.1
# (listing goes on)
SMILES,PLK1 PBD block,PI5P4Ka inh,DRD3 antagonist,GLP-1R inv ag,GLP1R ag,D3 ag,WRN inhibitor,GLP1R cytotox,IL-2 act
COc1ccc(-n2c(C)cc(-c3csc(NC(=O)c4ccc(S(=O)(=O)N(C)C)cc4)n3)c2C)cc1,-9%,-15,14,29%,0%,9,-3%,-5%,-1.1
O=C(Cn1cc(COc2ccc(-n3cccc3)cc2)nn1)NS(=O)(=O)c1ccccc1C(F)(F)F,-10%,u,-29,21%,-1%,6,-12%,1%,1.9
CN(C(=O)COc1ccc(Br)cc1Cl)C1CCCCC1,-7%,2,-12,u,11%,-11,-9%,-4%,-2.1
O=C1CCC(C(=O)OCC(=O)N2N=C3/C(=C\c4ccccc4)CCCC3C2c2ccccc2)N1 (stereo not drawn),0%,5,0,u,4%,5,-5%,-26%,-0.9
COc1ccc(N2CCN(C(=O)C3Cc4ccccc4CN3C(=O)c3ccccc3)CC2)cc1 (stereo not drawn),-8%,6,-20,-6%,11%,-1,-7%,-5%,0.5
Cc1c(Cl)cccc1NC(=O)CCS(=O)(=O)c1cccc2nsnc12,x,x,x,11%,-1%,-12,x,4%,x
O=C(Nc1nc2ccc(Cl)cc2s1)c1ccc(Br)o1,-11%,-6,-6,3%,-51%[inhibitor],4,-6%,-2%,u
Cc1cc(NC(=O)c2cc(-c3ccccc3C)nc3ccccc23)no1,2%,-12,-2,-22%,0%,2,-5%,6%,1.2
Cc1csc(SC(C)C(=O)NCC2CCCCC2)n1 (stereo not drawn),-6%,-2,-7,7%,5%,-15,17%,23%,-2.8
CCN(CC(=O)Nc1ccc(N2CCOCC2)cc1)C(=O)Cc1ccccc1,-7%,8,1,12%,-1%,1,-4%,3%,0.7
COc1ccc(NC(=O)CSc2nc(=O)n(CCN3CCOCC3)c3c2CCC3)c(OC)c1,-3%,-3,0,16%,14%,-5,4%,-18%,-0.4
c1ccc2c(c1)[nH]c1c(NCC3CCCO3)ncnc12 (stereo not drawn),4%,-7,19,-30%,1%,1,-9%,-16%,-1.1
CC(C)c1ccc(NC(=O)C2CCCN(S(=O)(=O)c3ccc4c(c3)C(C)(C)C(=O)N4C)C2)cc1 (stereo not drawn),-3%,13,-9,u,2%,3,-9%,u,-3.5
COc1cc(/C=N/NC(=O)c2cc(-c3cccs3)nc3ccccc23)ccc1O,2%,-4,53,12%,14%,9,-7%,-15%,-0.5
Cn1c(N)c(C(=O)CSc2nnc(-c3ccccc3F)n2N)c(=O)n(C)c1=O,1%,3,1,9%,0%,-8,-6%,-5%,-1.7
O=C1c2ccccc2C(Nc2ccc(Cl)cc2)N1CCN1CCOCC1 (stereo not drawn),-16%,6,3,-9%,-4%,-5,-4%,1%,-3.4
CN(C(=O)c1cccc(COc2ccc(Cl)cc2Cl)c1)c1ccccc1,-2%,2,-7,u,0%,4,-9%,-1%,0.5
COc1ccc(-c2nc(C#N)c(N3CCOCC3)o2)cc1OC,0%,-3,23,97%[activator],u,0,4%,-7%,-0.9
Cc1cc(OCC(=O)NC(C)c2ccccc2)ccc1[N+](=O)[O-] (stereo not drawn),-21%,4,-18,-15%,18%,-9,-10%,13%,-1.1
CC(O)(c1ccc(F)c(F)c1)c1nc(-c2ccc3ccccc3c2)cs1 (stereo not drawn),-2%,7,-56*,u,-5%,-9,4%[57.1 µM],4%,-0.9
O=C(CSc1ccc(F)cc1)NCCSc1ccccc1,-4%,-1,10,-11%,10%,8,0%[57.1 µM],6%,1.8
O=C1c2c(Br)c(Br)c(Br)c(Br)c2C(=O)N1c1ccccn1,-13%,u,-14,-14%,6%,-14,-17%,1%,0.3
O=C(Cn1cnc([N+](=O)[O-])c1)c1ccc(F)cc1,2%,7,6,13%,-4%,5,-9%,9%,0.7
CCN1CCN(C(c2ccc(F)cc2)c2nnnn2Cc2cccs2)CC1 (stereo not drawn),-29%,-14,0,u,-1%,-17,-4%,-18%,-0.7
CC(OC(=O)c1cccc(S(=O)(=O)Nc2ccccc2F)c1)C(=O)NCc1ccc2c(c1)OCO2 (stereo not drawn),5%,-2,9,-9%,22%,5,-20%,-12%,0.5
# New compounds follow:
SMILES,PLK1 PBD block,PI5P4Ka inh,DRD3 antagonist,GLP-1R inv ag,GLP1R ag,D3 ag,WRN inhibitor,GLP1R cytotox,IL-2 act
CCOC(=O)c1sc2nc(C3CC3)cc(-c3ccc(OC)cc3)c2c1N,-4%,9,-3,2%,2%,2,0%,44%[activator],-0.2
O=C(Nc1cccc(Cl)c1N1CCCC1)c1ccc([N+](=O)[O-])o1,-7%,12,-12,-7%[0.307 µM],3%,8,-15%,6%[0.307 µM],0.7
Cc1ccc2nc(-c3ccccc3)cc(C(=O)NCCCn3ccnc3)c2c1,-2%,12,-20,-1%,-1%,0,-10%,2%,1.3
O=C(C1=C[C@H](C2CC2)C[C@H](OCc2ccc(CO)cc2)O1)N1CCOCC1,-5%,0,-3,-4%,-4%,-13,3%,-6%,-0.1
Cc1ccccc1NC(=O)Cc1c[nH]c2ccccc12,3%,-4,13,3%,-1%,0,9%,1%,-0.8
C/C(NCC(C)(C)CN(C)C)=C(/C#N)C(=O)NCc1ccccc1,-10%,0,3,-31%,1%,1,2%,-16%,1.4
CCCOc1ccc(-c2c(C(=O)N/N=C/c3ccc(OC)cc3)nnn2-c2nonc2N)cc1,-10%,-2,5,u,0%,-1,-6%,u,-0.8
C=C(C)CSc1nc2sc3c(c2c(=O)n1-c1ccc(OC)cc1)CCN(C)C3,-23%,-3,-16,-6%,2%,-8,5%,0%,-0.6

# Some entries already given with just PLK1 PBD block.
compound	PLK1 PBD block
O=C(Nc1cccc(Cl)c1N1CCCC1)c1ccc([N+](=O)[O-])o1	-7%
Cc1ccc2nc(-c3ccccc3)cc(C(=O)NCCCn3ccnc3)c2c1	-2%
